High-throughput results as filed in PubChem.
CAL PDZ FP-1 – untagged CAL PDZ binding inhibitors, primary screen, biochemical, fluorescence polarization, HTS. purified CAL PDZ, TMR-peptide fluorescence polarization, 1 h. AID 602252, 2012. inhibition, % at 24.9 µM. 300,000 compounds, 0.92% hits. Golgi-associated PDZ and coiled-coil motif-containing protein (Homo sapiens), Q9HD26;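 active means mean inhibition of at least 30% with at least half of replicates also reaching 30%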;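 further: 0% = DMSO neutral control and 100% = excess unlabeled competitor peptide PRC23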
PvdQ acylase – P. aeruginosa PvdQ acylase inhibitors, primary screen, biochemical, fluorescence, plate reader and imaging, single point. 340,000 compounds, 0.063% hits. inhibition, % at 10 µM. purified PvdQ acylase; in the data active means inhibition above about 30%, passing the limit was not always enough;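 further: 0% = vehicle neutral wells and 100% = reference inhibitor wells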
SR-BI uptake up – activators of SR-BI mediated DiI-HDL uptake, primary screen, ldlA[mSR-BI] CHO cells, DiI fluorescence; 3 h; 100 = double the neutral-control signal; activation, % at 12.5 µM; 320,000 compounds, 0.096% hits;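 active means mean replicate activation of at least 60% and every replicate at or above 60%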;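 further: 0% = median plate neutral-control signal and 100% = twice that signal; values of inactives mirror those of a sister screen read the other way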
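System: LDL receptor-deficient CHO ldlA cells overexpressing murine SR-BI | Timing: 3 h uptake period with compound, 37 °C | Medium: HEPES-buffered (25 mM, pH 7.4) F12 plus 0.5% BSA | Dosing: Single-point compound dose | Signal: Bottom-read fluorescence, 550/595 nm | Read-out: Retained DiI signal reflecting DiI-HDL uptake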
SR-BI DiI inh – inhibitors of SR-BI mediated HDL lipid uptake, primary screen, ldlA[mSR-BI] cells, fluorescence, single point; 320,000 compounds, 0.96% hits; AID 488896, 2010; inhibition, % at 12.5 µM; ldlA[mSR-BI] CHO cells, DiI-HDL uptake fluorescence, 3 h;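 active means mean replicate inhibition of at least 70% and a set share of replicates each scoring 70 or more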;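 further: 0% = median of neutral control wells and 100% = median of positive control wells; values of inactives mirror those of a sister screen read the other way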
Target sequence (Q61009 whole entry, looked up): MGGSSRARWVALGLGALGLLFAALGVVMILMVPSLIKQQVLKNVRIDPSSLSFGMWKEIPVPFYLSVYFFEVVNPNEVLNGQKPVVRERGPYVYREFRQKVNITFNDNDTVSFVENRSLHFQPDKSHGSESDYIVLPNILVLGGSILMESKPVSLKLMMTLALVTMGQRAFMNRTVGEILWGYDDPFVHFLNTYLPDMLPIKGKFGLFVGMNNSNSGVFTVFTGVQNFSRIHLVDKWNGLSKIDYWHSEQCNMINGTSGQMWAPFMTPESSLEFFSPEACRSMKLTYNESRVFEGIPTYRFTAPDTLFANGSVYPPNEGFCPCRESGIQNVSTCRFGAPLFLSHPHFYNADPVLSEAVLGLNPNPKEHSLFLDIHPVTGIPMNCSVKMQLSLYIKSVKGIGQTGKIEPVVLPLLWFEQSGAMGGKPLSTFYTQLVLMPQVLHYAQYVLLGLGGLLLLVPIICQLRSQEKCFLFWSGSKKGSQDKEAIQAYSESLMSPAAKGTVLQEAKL
dFosB act – activators of delta FosB homodimer, primary screen, biochemical, fluorescence polarization, TAMRA-CDK5 oligo, single point; Protein FosB (Mus musculus), P13346; purified delta FosB; percent of positive-control signal above neutral wells; activation, % at 25 µM; 340,000 compounds, 0.99% hits;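 active means mean activation above about 17%, with every replicate also reaching it, limit read from the data, passing the limit was not always enough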;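 further: fluorescence polarization rise as delta FosB binds a TAMRA Cdk5 AP-1 oligo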
Target sequence (P13346 whole entry, looked up): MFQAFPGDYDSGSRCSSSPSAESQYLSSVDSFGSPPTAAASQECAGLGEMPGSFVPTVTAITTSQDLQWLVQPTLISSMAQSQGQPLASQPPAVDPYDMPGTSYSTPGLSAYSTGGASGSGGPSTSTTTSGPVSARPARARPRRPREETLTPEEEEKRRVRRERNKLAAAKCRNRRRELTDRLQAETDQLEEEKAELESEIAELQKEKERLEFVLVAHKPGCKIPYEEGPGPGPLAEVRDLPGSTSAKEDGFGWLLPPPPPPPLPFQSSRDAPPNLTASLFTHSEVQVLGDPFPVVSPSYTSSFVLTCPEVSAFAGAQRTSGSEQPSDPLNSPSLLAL
MITF TRPM1 HTS – activators of MITF-driven TRPM1 promoter reporter, primary screen, cell-based, SK-MEL-5, luciferase, single point. SK-MEL-5 TRPM1-promoter luciferase, 24 h; % of positive control, neutral wells = 0. activation, % at 12.5 µM. 300,000 compounds, 0.75% hits;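 active means mean activation of at least 80% with every replicate also reaching 80%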;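 further: 0% = neutral control wells and 100% = parthenolide positive control wells; values of inactives mirror those of a sister screen read the other way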
PfHsp90 yeast 2 – growth inhibition of PfHsp90-expressing yeast, primary screen, antimalarial PfHsp90 inhibitor project, S. cerevisiae, BacTiter-Glo luminescence, single point, set 2; inhibition, % at 9.4 µM; 310,000 compounds, 0.32% hits; BacTiter-Glo ATP, 48 h; yeast lacking PDR1 and PDR3 efflux regulators;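 active means every replicate shows inhibition above about 80%, whatever the replicate mean, limit read from the data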;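 further: 0% = DMSO neutral controls and 100% = 20 µM radicicol positive controls; yeast relying on Plasmodium falciparum Hsp90 in place of its own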
NSD2 HMT inh – NSD2 histone methyltransferase inhibitors, primary screen, biochemical, AlphaScreen, single concentration, set 2 | NSD2 peptide methylation, 120 min | Histone-lysine N-methyltransferase NSD2 (Homo sapiens), O96028 | inhibition, % at 12.5 µM | 310,000 compounds, 0.54% hits | AID 743445, 2014; in the data active means inhibition above about 50%
CAL PDZ FP-2 – CAL PDZ peptide-binding inhibitors, primary screen, biochemical, fluorescence polarization, Cer-tagged CAL PDZ, HTS. Golgi-associated PDZ and coiled-coil motif-containing protein (Homo sapiens), Q9HD26. purified CAL PDZ, TMR-peptide fluorescence polarization, 1 h. inhibition, % at 20 µM. 330,000 compounds, 0.02% hits. AID 504414, 2011;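 active means highest replicate inhibition of at least 40%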;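 further: plate controls were DMSO neutral control wells for no effect and unlabeled competitor peptide control wells for full effect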
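Material: tagged CAL PDZ protein CerCALP, purified; buffer or medium: sodium phosphate/NaCl buffer pH 7.4 with TCEP, IgG, Thesit; also added: fluorescent TMR peptide probe; schedule: 1 h incubation at room temperature before polarization reading; technique: fluorescence polarization from S- and P-plane intensities, G-factor corrected; control set: unlabelled peptide and DMSO controls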
Rtt109 HAT inh – inhibitors of C. albicans Rtt109/Vps75 HAT, primary screen, biochemical, ThioGlo CoA-SH fluorescence, plate reader | AID 540336, 2011 | 330,000 compounds, 0.16% hits | purified Rtt109/Vps75, 4 h | inhibition, % at 34.9 µM | Histone acetyltransferase RTT109 (Candida albicans (strain SC5314 / ATCC MYA-2876)), …;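 active means inhibition of at least 50% in every replicate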
* hit, by the source's call; / = no result given.

SMILES	SR-BI uptake up	NSD2 HMT inh	CAL PDZ FP-1	PfHsp90 yeast 2	CAL PDZ FP-2	SR-BI DiI inh	MITF TRPM1 HTS	PvdQ acylase	Rtt109 HAT inh	dFosB act
O=C(NC1CCCCC1)c1cc(-n2cnnc2)ccc1Cl	/	-1.2	-3.6	-7.5	-0.5	-46.4	-11.4	-12.8	-12.2	-5.1
CCN(CC)CCn1c2c(c(SCC(=O)Nc3ccc4c(c3)OCO4)nc1=O)CCC2	5.8	2.8	-1.1	/	-2.9	-5.8	2.3	-3.6	-1.3	-1.7
C=CCOc1c(OC)cc(/C=N/Nc2cccc(C(=O)O)c2)c(Br)c1Br	-10.5	11.1	-2.4	4.5	-0.5	10.5	53.7	9.9	5.8	-3.1
Cc1c(Br)c([N+](=O)[O-])nn1CC(=O)Nc1ccc(C(C)C)cc1	-16.0	-1.6	-0.6	-24.4	-8.1	16.0	4.1	6.8	-9.5	-3.5
CN(C)c1nc(N)nc(CSc2ccccn2)n1	-14.0	-0.4	-0.7	1.6	-0.3	14.0	21.8	-13.3	-4.2	0.7
CSc1ccc(S(=O)(=O)Nc2ccc3c4c(cccc24)CC3)cc1	13.2	3.3	-0.6	/	-1.0	-13.2	/	-3.9	/	-5.5
CCN1C(=O)[C@H]2[C@@H](c3ccc(-c4ccc(C(C)=O)cc4)c(OC)c3)N[C@@](Cc3ccccc3)(C(=O)OC)[C@H]2C1=O	-27.4	/	-2.7	20.9	-1.6	27.4	-3.9	-8.3	-6.1	-3.4
Cc1cccc2[nH]c(CN(C)C(=O)CC3C(=O)NCCN3CC(C)(C)C)nc12 (configuration not stated)	6.9	-0.6	1.5	-38.0	-0.7	-6.9	-4.1	-8.5	7.3	-7.2
CC(=O)N1CCN(c2ccc(NC(=O)c3cccc([N+](=O)[O-])c3)cc2)CC1	-38.9	0.6	-3.0	-14.7	-0.5	38.9	/	-9.6	1.3	-0.8
Cc1ccccc1C(=O)NC(C(=O)Nc1nc2c(s1)CCCC2)C(C)C (configuration not stated)	0.2	-0.1	1.0	6.4	-1.6	-0.2	18.4	4.0	1.0	-13.8
Cc1ccc(S(=O)(=O)NC(C(=O)O)c2ccccc2)cc1 (configuration not stated)	23.1	38.3	3.2	-10.3	/	-23.1	-1.2	9.0	-6.5	7.9
O=C(CCS(=O)(=O)Cc1ccccc1)Nc1nc2c(s1)CCCC2	-15.1	-0.6	-2.4	14.5	-2.8	15.1	-8.7	-9.6	-3.3	-2.8
CCSc1nc2c(c(=O)[nH]c(=O)n2C)n1CC(O)COc1ccccc1C (configuration not stated)	15.8	0.5	-0.6	-36.4	-1.3	-15.8	-3.6	-13.8	6.1	-3.4
CCn1nnc(NC(=O)c2cccnc2Cl)n1	-3.3	0.7	0.5	3.7	-1.6	3.3	-5.5	7.9	1.9	2.5
O=C(NOCc1cscn1)Nc1ccccc1	17.9	4.0	-1.6	12.6	0.7	-17.9	-2.3	-4.2	-5.5	-6.6
CC(Oc1ccccc1)C(=O)Nc1nc(-c2ccncc2)cs1 (configuration not stated)	-11.8	12.3	-2.0	0.5	-1.1	11.8	11.6	2.3	4.6	2.2
NC(=O)NC(=O)CN1C(=O)NC2(CCOc3ccccc32)C1=O (configuration not stated)	7.1	9.9	-4.2	-22.1	-3.0	-7.1	-3.7	-12.4	-6.1	-7.8
CCOC(=O)c1ccccc1NC(=O)c1c(O)c2ccccc2n(CC)c1=O	-0.2	/	-6.4	13.7	-0.6	0.2	/	-12.9	3.1	7.5
Cc1ccc(S(=O)(=O)N(C)C)cc1NC(=O)c1ccccc1Br	-18.6	-2.7	4.6	22.0	-0.4	18.5	-8.5	-12.5	-5.5	-4.0
CCOC(=O)C(=O)NN=C(c1ccccc1)c1ccccc1	9.4	-1.7	/	-5.5	0.3	-9.4	/	0.3	-11.4	-5.1
Cc1ccc(-n2c(SCC(=O)NC3CCS(=O)(=O)C3)nc3ccccc3c2=O)cc1C (configuration not stated)	-6.1	-1.2	-4.2	/	-2.3	6.1	-0.6	-6.4	-4.6	-10.6
Cc1cc(C)n(-c2ccc(C(=O)N3CCN(S(=O)(=O)c4ccc(Cl)cc4)CC3)cc2)n1	/	-0.2	-4.9	12.8	-2.3	-8.5	-8.5	-6.8	2.8	-2.1
Cc1ccc(S(=O)(=O)N2CCOCC2)cc1NC(=O)COC(=O)CCc1c[nH]c2ccccc12	5.4	0.1	-0.9	1.7	-0.3	-5.4	3.5	3.1	-3.4	-8.5
O=C(O)CCCN1C(=O)c2ccccc2Sc2ncccc21	8.0	-1.1	-9.5	-59.0	-0.3	-8.0	-7.9	-2.0	-0.4	-0.8
Cc1c(C#N)c2ncn(CC#N)c(=O)c2n1-c1ccccc1	26.8	-1.5	-3.2	/	0.3	-26.8	2.3	-7.6	-2.5	-7.1
CNC(=S)N1CCN(c2ccc(OC)cc2)CC1	23.0	-1.1	-1.5	-4.9	-2.2	-23.0	11.2	-15.6	-10.3	-4.4
Cc1ccc(S(=O)(=O)NNC(=O)C(O)(c2ccccc2)c2ccccc2)cc1	-7.1	-2.1	-2.9	4.8	-2.8	7.1	1.3	-10.9	1.1	-4.5
CCOC(=O)C1CCN(C(=O)CN(c2cccc(C(F)(F)F)c2)S(C)(=O)=O)CC1	10.3	-3.0	0.7	13.1	0.0	-10.3	/	4.9	1.4	-1.8
CC(c1ccccc1)N1CC(C(=O)N2CCN(c3ccccc3)CC2)CC1=O (configuration not stated)	0.1	/	/	-13.1	0.3	-0.1	-14.9	0.5	14.3	-2.8
CS(=O)(=O)c1nc(S(=O)(=O)c2ccc(Cl)cc2)c(NCCCN2CCCC2=O)s1	-1.6	3.5	-1.6	-26.8	-1.4	1.6	4.1	3.4	4.5	-4.6
Cc1[nH][nH]c(=O)c1C(c1cc(Br)ccc1O)c1c(C)[nH][nH]c1=O	27.2	2.1	0.5	28.5	0.0	-27.2	-6.3	-12.4	2.7	-6.8
CCN(CC)C(=O)C1CCCN(C(=O)c2cc(COc3ccc4ncccc4c3)on2)C1 (configuration not stated)	15.7	-1.0	-6.2	-12.5	0.3	-15.7	-18.7	-6.2	-8.5	-9.6
O=C(CNC(=O)c1cccs1)N/N=C/c1cccc(Cl)c1	-2.8	0.4	-4.6	-16.0	-3.5	2.8	17.2	-6.7	-2.7	-2.1
COc1ccc(/C=C/C(=O)Nc2ccccc2F)cc1S(=O)(=O)N1CCOCC1	-20.6	-3.3	-4.8	13.0	-1.1	20.6	21.2	7.9	-11.1	-7.8
Cc1cc(C(=O)N2CCN(S(=O)(=O)c3ccc(F)c(Cl)c3)CC2)c(C)o1	11.3	3.7	-4.5	-14.2	0.1	-11.3	7.2	-3.1	5.9	-9.1
COC(=O)[C@@H]1CCCN1C(=O)CCc1nnc(CCc2c[nH]c3ccccc23)o1	8.3	-2.5	2.1	4.3	-0.4	-8.3	7.9	-15.9	8.2	-0.1

Compound profiles (already shown). Values in the order: SR-BI uptake up	NSD2 HMT inh	CAL PDZ FP-1	PfHsp90 yeast 2	CAL PDZ FP-2	SR-BI DiI inh	MITF TRPM1 HTS	PvdQ acylase	Rtt109 HAT inh	dFosB act
`Cc1cc(C(=O)N2CCN(S(=O)(=O)c3ccc(F)c(Cl)c3)CC2)c(C)o1` in the list: 11.3	3.7	-4.5	-14.2	0.1	-11.3	7.2	-3.1	5.9	-9.1
`Cc1c(C#N)c2ncn(CC#N)c(=O)c2n1-c1ccccc1` in the list: 26.8	-1.5	-3.2	/	0.3	-26.8	2.3	-7.6	-2.5	-7.1

The list goes on:
SMILES	SR-BI uptake up	NSD2 HMT inh	CAL PDZ FP-1	PfHsp90 yeast 2	CAL PDZ FP-2	SR-BI DiI inh	MITF TRPM1 HTS	PvdQ acylase	Rtt109 HAT inh	dFosB act
CNC(=S)NCCc1c[nH]c2ccc(OC)cc12	13.7	3.3	-2.5	4.5	0.5	-13.7	-9.4	17.3	9.7	-21.9
NNC(=O)c1cc2nc(-c3cccs3)cc(C(F)(F)F)n2n1	-44.0	-2.0	-0.3	-0.2	-2.0	44.0	34.6	-8.0	-3.8	-6.1
Cc1ccc(-c2csc3nc(SCC(=O)Nc4ccc(Cl)c(C(=O)O)c4)[nH]c(=O)c23)cc1	22.6	8.8	20.6	-0.9	-5.4	-22.6	7.4	-1.7	0.3	-15.1
Cc1csc(NC(=O)CSc2nnc(-c3cccs3)n2C)n1	18.5	-3.5	-1.8	17.0	-0.6	-18.5	11.2	4.7	14.9	4.6
CC(C)CN(C(=O)COc1ccc(-c2nnco2)cc1)C1CCS(=O)(=O)C1 (configuration not stated)	6.5	-0.4	-2.8	-12.5	-0.2	-6.5	9.1	-7.7	-6.1	-4.8
CCn1c(C(O)c2ccc3c(c2)OCO3)nc2ccccc21 (configuration not stated)	9.9	-4.3	6.8	2.1	-1.5	-9.9	0.5	-17.1	-10.3	-4.0
COC1C(C)=C(C)C(=O)N1Cc1ccc(F)cc1 (configuration not stated)	-9.1	-0.9	-0.4	-39.9	-1.9	9.1	-39.1	-17.2	5.1	-6.3
CC(=O)Nc1c(Cl)c2c(c(Cl)c1Br)-c1ccc(Cl)cc1C2	-23.1	-1.7	-0.1	-10.4	0.1	23.1	-6.6	-13.9	0.3	0.8
Cc1ccc(S(=O)(=O)NC2(C(F)(F)F)NC(=O)N(CCc3ccccc3)C2=O)cc1 (configuration not stated)	28.3	-6.0	-1.3	-18.5	0.3	-28.2	8.4	-11.6	2.9	4.4
Clc1ccccc1-c1ccc(/C=N/n2cnnc2)o1	10.4	0.1	-4.2	5.1	-3.6	-10.4	-1.1	9.5	-2.6	-8.6
CCN(CC)CCNC(=O)c1cn(CC)c2cc(N3CCN(C(=O)c4ccco4)CC3)c(F)cc2c1=O	-36.7	6.9	-2.8	11.6	0.1	36.7	/	-5.3	5.5	3.5
COC(=O)[C@@]12CCCN1[C@H](c1ccc(-c3ccc(C(C)=O)cc3)c(OC)c1)[C@H]1C(=O)N(C)C(=O)[C@H]12	3.2	/	-4.3	-32.9	-0.5	-3.2	17.7	-10.2	4.5	-14.1
Cc1ccc(NC(=O)CC(C)S(=O)(=O)c2ccc3c(c2)NC(=O)CO3)cc1C (configuration not stated)	16.3	-1.9	-1.5	24.9	-2.1	-16.3	-3.2	-18.2	-1.9	-6.9
